D1 ag: Allosteric Agonists of the Human D1 Dopamine Receptor: qHTS; HEK293 T-REx D1 cells, calcium flux, agonist mode; AID 504660, 2011; activation, % at 2 µM; 360,000 compounds, 1% hits; in the data active = activation above about 30%; note: 0% is about no effect
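Tetracycline-induced HEK293 TREx D1 cells, force-coupled to calcium signalling, were dye-loaded with a no-wash calcium kit. Compound was pin-added after a 10 s baseline. Fluorescence was read kinetically at 1 cycle/s for 180 s, with calcium rises flagged as agonism.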
Vif-APOBEC3F blk: qHTS for Inhibitors of Vif-A3F Interactions: qHTS; AID 602313, 2012; HeLa A3F-eYFP + Vif (tagged APOBEC3F with the HIV-1 protein that degrades it), YFP fluorescence increase; Potency, µM (titrated, usually from 46.1 µM), for inactives: at the highest dose activity, negative = active; 390,000 compounds, 0.2% hits; note: potency is the fitted concentration of half-maximal effect; % of control where 0% means no effect; nearly all actives have a fitted effect of over 65% in size
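HeLa cells stably expressing Vif plus C-terminally eYFP-tagged A3F were seeded, incubated overnight at 37 deg C, dosed with compound, incubated overnight again at 37 deg C. Yellow fluorescence (Ex 488/Em 500-530) reported blocked Vif-mediated A3F-eYFP degradation.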
RXFP1 agonist: qHTS Assay for Agonists of the Relaxin Receptor RXFP1 | Relaxin receptor 1 (Homo sapiens), Q9HBX9 | HEK293T-RXFP1 cAMP TR-FRET, 30 min; response scale: percent of porcine relaxin response, buffer zero | Potency, µM (doses to about 57.5 µM), inactives show at the top dose activation, most hits filed as activators | 370,000 compounds, 0.3% hits; note: potency is the fitted concentration of half-maximal effect; % is set by controls: 0 for no effect and ±100 for the full control effect; nearly all actives have a fitted effect of over 60% in size; many of its hits are not listed in these tables
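HEK293T cells stably expressing RXFP1 were pretreated with the PDE4 inhibitor Ro 20174, exposed to compounds for 30 min at 37C, lysed, and cAMP was read by TR-FRET. Data normalized to buffer (basal) and 29 nM porcine relaxin (100%).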
Glioma ERSR ind: qHTS for Inducers of the Endoplasmic Reticulum Stress Response (ERSR) in Human Glioma: qHTS | AID 602332, 2012 | U87-MG GRP78 promoter luciferase reporter, 16 h | 420,000 compounds, 0.02% hits | Potency, µM, without a hit: at the top dose activation, actives largely listed as activators; note: potency is the fitted concentration of half-maximal effect; series mostly up to about 76 µM; % of control where 0% means no effect; nearly all actives have a fitted effect of over 35% in size
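Stably transfected U87-MG human glioma cells carrying a GRP78-based luminescent sensor were seeded at 1000 cells/well, pin-dosed with compounds and incubated 16 h. Luciferase reagent was then added, and end-point luminescence was read after 10 min at room temperature.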
Vif-A3G inh: qHTS for Inhibitors of Vif-A3G Interactions: qHTS; DNA dC->dU-editing enzyme APOBEC-3G (Homo sapiens), Q9HC16; HeLa A3G-eYFP + Vif (tagged APOBEC3G with the HIV-1 protein that degrades it), YFP fluorescence, overnight; Potency, µM (titrated, usually from 46.1 µM), for the others: at the top dose activity, negative = active, actives largely listed as inhibitors; 410,000 compounds, 0.076% hits; AID 602310, 2012;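 note: potency is the fitted concentration of half-maximal effect; % is set by controls: 0 for no effect and ±100 for the full control effect; nearly all actives have a fitted effect of over 60% in size; hits raise eYFP signal because A3G escapes Vif-driven loss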
Target sequence (Q9HC16 whole entry, looked up): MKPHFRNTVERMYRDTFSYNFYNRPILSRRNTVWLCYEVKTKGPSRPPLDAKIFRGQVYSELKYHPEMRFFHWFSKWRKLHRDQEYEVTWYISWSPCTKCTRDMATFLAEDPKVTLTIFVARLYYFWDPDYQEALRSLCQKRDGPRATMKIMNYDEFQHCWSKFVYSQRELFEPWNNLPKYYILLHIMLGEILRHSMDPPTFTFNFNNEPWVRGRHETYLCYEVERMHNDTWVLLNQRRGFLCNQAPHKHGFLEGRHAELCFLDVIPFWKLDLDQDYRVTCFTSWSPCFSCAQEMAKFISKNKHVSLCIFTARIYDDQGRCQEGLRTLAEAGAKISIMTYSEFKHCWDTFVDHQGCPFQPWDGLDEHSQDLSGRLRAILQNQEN
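Read-out is eYFP fluorescence (Ex 488/Em 500-530) from Vif-expressing HeLa A3G-eYFP cells; more signal means A3G escaped Vif-mediated degradation. Cells plated overnight, compound pinned in, incubated overnight at 37 deg C.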
D1 potentiator: Potentiators of Human D1 Dopamine Receptor: qHTS. D(1A) dopamine receptor (Homo sapiens), P21728. HEK293 TREx D1 cells, calcium flux, dopamine EC20 potentiation. potentiation, % at 10 µM. 360,000 compounds, 0.036% hits. AID 504651, 2011; in the data active = potentiation above about 30%; note: 0% is about no effect
D1 antag: Antagonist of Human D 1 Dopamine Receptor: qHTS | HEK293 TREx D1 cells, calcium flux, dopamine EC80; active compounds read low | 360,000 compounds, 3.2% hits | D(1A) dopamine receptor (Homo sapiens), P21728 | activity change, negative = inhibition, % at 10 µM | AID 504652, 2011; in the data active = activity change below about -30%; note: % is set by controls: 0 for no effect and ±100 for the full control effect
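Allosteric or orthosteric antagonism assessed as attenuation of the calcium response to EC80 dopamine, added 180 s after compound, in induced HEK293 Trex D1 cells loaded with no-wash calcium dye.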
LDHA inh: qHTS assay for inhibitors of human lactate dehydrogenase. 480,000 compounds, 0.15% hits. purified LDHA, NADH/diaphorase-resazurin fluorescence; active compounds read low. AID 1347041, 2019. activity change, % (values are at about 110 or 230 µM); in the data active = activity change below about -30%; inconclusive = mostly about -25% to -30%;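 note: plate controls were DMSO wells for no effect and wells without enzyme for full effect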
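Human LDH5 (2 nM) was incubated with 0.06 mM NADH and 0.2 mM pyruvate for 5 min at room temperature in Tris pH 7.4. Remaining NADH was coupled through diaphorase/resazurin, and resorufin fluorescence was read at 0 and 20 min.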
D2 potentiator: HTS Assay for Positive Allosteric Modulators of the Human D2 Dopamine Receptor: Primary Screen for Potentiators | potentiation, % at 10 µM | 340,000 compounds, 0.34% hits | HEK293 T-REx D2, calcium flux, EC20 dopamine potentiation | D(2) dopamine receptor (Homo sapiens), P14416;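 active = potentiation over 3 SD above the plate norm, cut at about 30% in these data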; note: 0% is about no effect
Target sequence (P14416 whole entry, looked up): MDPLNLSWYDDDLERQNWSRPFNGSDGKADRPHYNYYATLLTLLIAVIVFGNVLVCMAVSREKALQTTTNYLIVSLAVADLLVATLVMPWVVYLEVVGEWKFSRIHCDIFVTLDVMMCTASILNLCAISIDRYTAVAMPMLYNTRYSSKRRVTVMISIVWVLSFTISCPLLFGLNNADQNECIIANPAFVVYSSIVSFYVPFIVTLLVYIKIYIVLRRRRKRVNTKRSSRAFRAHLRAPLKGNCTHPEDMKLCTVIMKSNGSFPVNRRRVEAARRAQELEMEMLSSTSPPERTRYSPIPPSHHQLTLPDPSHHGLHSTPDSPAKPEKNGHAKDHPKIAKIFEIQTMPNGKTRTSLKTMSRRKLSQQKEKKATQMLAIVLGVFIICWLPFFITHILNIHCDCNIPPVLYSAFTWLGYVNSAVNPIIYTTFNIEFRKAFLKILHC
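Potentiation of an EC20 dopamine calcium response is measured in a force-coupled, tetracycline-inducible Hek293 Trex D2 line. Compound-only kinetic reads over 180 s flag agonists before dopamine addition.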
Numbers without * were called inactive; ? = inconclusive; . = not tested or not shown; & = joins results of further samples. Unless noted, calls come from the whole dose curve; as a rule, active = well fitted curve in the direction sought with a large enough effect; inconclusive = small, poorly fitted or top-dose-only effect, or another doubt; inactive = no such curve, though single readings can be large; an effect the other way counts as inactive or inconclusive. Not all compounds are listed (hit frequency here may not be typical).

1: CN(CCOc1ccc(Br)cc1)C(=O)CNC(=O)c1ccc2ccccc2c1
2: Cc1ccc(NC(=O)Cn2sc3ccccc3c2=O)cc1
3: CNc1ncnc(NC)c1[N+](=O)[O-]
4: O=C(O)CCCC(=O)N1N=C(c2ccccc2)CC1c1ccc2c(c1)OCO2 (centres undefined)
5: COc1ccc(C(=O)NC(=S)Nc2cccc(Cl)c2N2CCOCC2)cc1[N+](=O)[O-]
6: COc1cccc(C2/C(=C(\O)c3ccc4c(c3)OCCO4)C(=O)C(=O)N2c2nnc(C)s2)c1 (centres undefined)
entry no.	1	2	3	4	5	6
D1 ag	6	.	.	1	5	8
Vif-APOBEC3F blk	-13%	-7%	1%	-5%	?	-7%
RXFP1 agonist	2.7%	.	.	-1.1%	3.0%	?
Glioma ERSR ind	-4%	-11%	-2%	1%	-7%	-1%
Vif-A3G inh	3%	-14%	0%	-5%	-7%	-3%
D1 potentiator	-8	.	.	6	-8	-1
D1 antag	-3	.	.	13	-6	10
LDHA inh	1	-6	0	0&-3	-4	0
D2 potentiator	-11	.	.	-3	0	1

7: CCOC(=O)c1cc2sc(C)cc2n1CC(=O)N1CCc2ccccc21
8: CC1CN(C(c2ccco2)c2sc3ncnn3c2O)CC(C)O1 (centres undefined)
9: O=C(Nc1ccncc1NC(=O)c1cccc([N+](=O)[O-])c1)c1cccc([N+](=O)[O-])c1
10: Cc1oc(-c2cccc(Cl)c2)nc1CN1CCC(C(=O)NCC2CCCO2)CC1 (centres undefined)
11: Cc1ccc(Cn2nc(C)c(C(=O)NCC(c3cccs3)N3CCOCC3)c2Cl)cc1 (centres undefined)
12: Fc1ccc(-c2nnc(-c3ccc4ccccc4c3)o2)cc1
entry no.	7	8	9	10	11	12
D1 ag	2	1	0	4	4	.
Vif-APOBEC3F blk	-2%	12%	24%	2%	-2%	?
RXFP1 agonist	8.3%	0.1%	0.3%	0.5%	1.3%	.
Glioma ERSR ind	-3%	-2%	0%	-3%	-7%	-4%
Vif-A3G inh	-1%	1%	-2%	-2%	1%	-1%
D1 potentiator	1	-5	-2	-10	-6	.
D1 antag	-8	6	-8	1	-3	.
LDHA inh	-6	1	-12	0	0	-10
D2 potentiator	1	10	-4	-9	5	.

13: O=C(/C=C/c1ccc(Cl)c([N+](=O)[O-])c1)c1ccc(O)cc1
14: O=C(/C=C/c1ccco1)N(Cc1ccc(F)cc1)C1CCS(=O)(=O)C1 (centres undefined)
15: C=CCn1c(=O)c2ccccc2n2c(SCc3cc(=O)n4ccsc4n3)nnc12
16: CCOCCCN(C(=O)Cn1nnc(-c2ccc(C)o2)n1)C(C(=O)NC1CCCC1)c1ccco1 (centres undefined)
17: O=C(Nc1nc2ccccc2[nH]1)c1ccc(Br)o1
18: COc1ccc(NC(=O)c2cn3c(nc4ccccc43)c(C#N)c2C)cc1
entry no.	13	14	15	16	17	18
D1 ag	4	2	1	2	0	1
Vif-APOBEC3F blk	10%	12%	-6%	-1%	-11%	-8%
RXFP1 agonist	-3.6%	-2.6%	-0.1%	3.1%	-1.0%	2.7%
Glioma ERSR ind	-14%	-4%	-3%	-3%	-7%	-1%
Vif-A3G inh	-14%	-1%	1%	-3%	-15%	-3%
D1 potentiator	-3	3	-7	3	1	1
D1 antag	-19	8	0	-9	1	-1
LDHA inh	-2	-3	-3	-1	-1	-4
D2 potentiator	-7	6	6	-11	2	9

Next entries follow:
Results follow in this order: D1 ag | Vif-APOBEC3F blk | RXFP1 agonist | Glioma ERSR ind | Vif-A3G inh | D1 potentiator | D1 antag | LDHA inh | D2 potentiator
#19 O=C(COC(=O)/C=C/c1nc2ccccc2s1)Nc1ccccc1Oc1ccccc1
→ 8 | 2% | 1.5% | 0% | 2% | -1 | -1 | -8 | -20
#20 CC1=CCC(/C=N\Nc2nnc3c(n2)[nH]c2ccccc23)CC1 (centres undefined)
→ 2 | . | 1.0% | . | . | -3 | -9 | . | -6
#21 O=C(CC1Sc2ccccc2NC1=O)NNc1cccc(Cl)c1Cl (centres undefined)
→ . | -3% | . | -7% | -20% | . | . | -5 | .
#22 O=C(Nc1ccccc1C(F)(F)F)N1CCOc2ccc(Cl)cc21
→ 0 | 0% | 0.3% | -3% | 0% | 0 | -35* | 4 | -13
#23 O=C1CC(N2CCSCC2)C(=O)N1c1cccc(Br)c1 (centres undefined)
→ 6 | -1% | 0.1% | -1% | 3% | 8 | 3 | -3 | 9
#24 CN(C(=O)c1ccc(NC(=O)Cc2ccc(NC(=O)C3CCN(C(=O)c4ccccc4)CC3)cc2)cc1)C1CCCC1
→ . | 2% | . | -2% | -10% | . | . | 0 | .
#25 CCOC(=O)C1CCN(C(=O)c2cnn(-c3ccc(F)cc3)c2-n2cccc2)CC1
→ 6 | 0% | 4.6% | 0% | 3% | -2 | -24 | -8 | -5
#26 S=C(Nc1cccnc1)NC1CC2CCC1C2 (centres undefined)
→ 18 | -2% | 0.2% | 3% | 4% | -3 | -34* | -5 | -22
#27 N#CCC(=O)Nc1ccc(C(=O)OCC(=O)NC(=O)Nc2ccc3c(c2)OCCO3)cc1
→ . | 6% | . | 1% | -11% | . | . | -6 | .
#28 O=C(Nc1csc([N+](=O)[O-])c1)Nc1c(Cl)cccc1Cl
→ 9 | 1% | 7.9% | -6% | -6% | -7 | -45* | -11 | -9
#29 Fc1cccc(-n2ncc3c2ncn2nc(Cc4ccccc4)nc32)c1
→ 0 | . | -1.5% | . | . | 0 | -3 | -7 | -6
#30 COc1cc(S(=O)(=O)Nc2cccnc2)ccc1F
→ 2 | 1% | 0.3% | -5% | 1% | 1 | 5 | -8 | -1
#31 C=C(C)C(=O)Nc1cccc(C2=NOC3(C2)C[C@H](C(N)=O)N(C(=O)COc2ccc(Cl)cc2)C3)c1 (some centres undefined)
→ 2 | 6% | 0.0% | -1% | -2% | 2 | -21 | 1 | -1
#32 COc1ccc(N2CCN(C(=S)NCCc3ccccc3)CC2)cc1
→ . | 4% | . | -4% | 6% | . | . | 3 | .
#33 CN(Cc1ccccc1)C(=O)COC(=O)c1cc2ccccc2oc1=O
→ . | -14% | . | -5% | -3% | . | . | -5&-3 | .
#34 O=C(c1ccc(C(F)(F)F)cc1)N1CCC(c2nc(-c3ccc(S(=O)(=O)N4CCCC4)cc3)no2)CC1
→ 0 | 2% | -4.3% | 0% | 0% | 5 | 0 | -5 | 5
#35 CN(CC(=O)Nc1ccc(F)cc1)C(=O)COC(=O)CSc1ccc(F)cc1
→ 0 | -12% | -0.4% | 1% | -1% | -9 | -23 | -2 | 1
#36 C[C@H](CO)N1C[C@H](C)[C@@H](CN(C)Cc2ccccn2)Oc2ncc(-c3ccccc3)cc2C1=O
→ . | -11% | . | -3% | 2% | . | . | -2 | .
#37 Cc1ccc(C)c(N2CCN(CCCNC(=O)Cn3cccc3C(=O)c3ccccc3C)CC2)c1
→ 26 | -7% | -3.5% | -16% | 1% | -6 | -36* | 0 | -22
#38 N#Cc1c(N)n(C2OC(CO)C(O)C2O)c2ncnc(N)c12 (centres undefined)
→ . | ? | . | -6% | -23% | . | . | -2 | .
#39 COc1ccc(C(C)=O)cc1CSc1nnc2c(Cl)cc(Cl)cn12
→ 1 | 2% | 9.6% | -3% | 1% | -1 | -1 | -6 | -9
#40 COc1ccc(N2CCN(CCNC(=O)C3CC(=O)N(C4CCCC4)C3)CC2)cc1 (centres undefined)
→ 2 | 5% | 1.3% | -4% | 1% | -4 | 9 | 1 | 24
#41 CC(=O)c1ccc(S(=O)(=O)N(Cc2cc3cc4c(cc3[nH]c2=O)OCCO4)CC2CCCO2)cc1 (centres undefined)
→ 0 | 0% | 5.3% | 6% | -8% | 4 | 5 | -11 | .
#42 Cn1c(=NC(=O)c2ccc(F)cc2)sc2cc(Br)ccc21
→ 3 | 4% | ? | 2% | 2% | 6 | 1 | -1 | -5

5 structures already listed, ordered by length of the SMILES, smallest number first:
Results follow in this order: D1 ag | Vif-APOBEC3F blk | RXFP1 agonist | Glioma ERSR ind | Vif-A3G inh | D1 potentiator | D1 antag | LDHA inh | D2 potentiator
#42 Cn1c(=NC(=O)c2ccc(F)cc2)sc2cc(Br)ccc21
→ 3 | 4% | ? | 2% | 2% | 6 | 1 | -1 | -5
#22 O=C(Nc1ccccc1C(F)(F)F)N1CCOc2ccc(Cl)cc21
→ 0 | 0% | 0.3% | -3% | 0% | 0 | -35* | 4 | -13
#28 O=C(Nc1csc([N+](=O)[O-])c1)Nc1c(Cl)cccc1Cl
→ 9 | 1% | 7.9% | -6% | -6% | -7 | -45* | -11 | -9
#35 CN(CC(=O)Nc1ccc(F)cc1)C(=O)COC(=O)CSc1ccc(F)cc1
→ 0 | -12% | -0.4% | 1% | -1% | -9 | -23 | -2 | 1
#40 COc1ccc(N2CCN(CCNC(=O)C3CC(=O)N(C4CCCC4)C3)CC2)cc1 (centres undefined)
→ 2 | 5% | 1.3% | -4% | 1% | -4 | 9 | 1 | 24

Compound activity as filed in PubChem.
